TRHR PAM: allosterically enhances the human TRH receptor; AID 493056; enhancement, % at 2 µM; 360,000 tested, 0.66% active; TRHR cells, fluo-8 calcium fluorescence, EC20 TRH enhancement; in the data active = enhancement above about 30%; note: 0% is about no effect
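Enhancer read-out: after compound pinning and an initial kinetic agonist-mode read, an EC20 of TRH (10 nM final) was injected and fluo-8 calcium signal (Ex 480/Em 530) followed at 1 s/cycle for 100 cycles in TRHR-expressing cells.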
D2 antagonist: antagonizes the human D2 dopamine receptor | HEK293 TREx D2 cells, calcium flux, dopamine EC80 | inhibition, % at 10 µM | 340,000 tested, 2% active | AID 485344; in the data active = inhibition above about 30%; note: 0% is about no effect
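Overnight-induced (tetracycline, 30 C) HEK293 T-REx cells carrying force-coupled D2 receive a no-wash calcium dye, then compound, then EC80 dopamine at 180 s; signals are read kinetically throughout.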
TRHR agonist: activates the human TRH receptor | P34981 | TRHR cells, calcium flux fluo-8, FDSS agonist mode | activation, % at 2 µM | 360,000 tested, 0.18% active; in the data active = activation above about 30%; note: 0% is about no effect
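Steps: seed TRHR cells overnight; add fluo-8 no-wash Ca dye, RT 30 min–1.5 h; record 10 s baseline; pin-transfer compounds; monitor fluorescence 1 cycle/s for the agonist window. Calcium increases flag candidate agonists.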
PI4K2A inh: inhibitors of human PI4K2A; 420,000 tested, 0.13% active; activity change, negative = inhibition, % at 76.9 µM; purified PI4K2A, ADP-Glo luminescence, 1 h; hits give low values; Q9BTU6; in the data active = activity change below about -50%;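 note: -100% = wells without enzyme as full effect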
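Compounds are screened against recombinant PI4K2A using PI as substrate and ATP, the latter dispensed at 300 microM. Reactions run one hour at ambient temperature before ADP-Glo detection; full inhibition defined by wells lacking enzyme.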
TrxR1 substrate: rat thioredoxin reductase 1 substrate activity. 390,000 tested, 0.01% active. Potency, µM (top dose mostly 114 µM), for inactives: top-dose activity change, negative = substrate turnover. O89049. purified TrxR1 substrate turnover, NADPH consumption readout; note: potency is the fitted concentration of half-maximal effect; % is set by controls: 0 for no effect and ±100 for the full control effect; nearly all actives have a fitted effect of over 50% in size
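Rat TrxR1, dispensed at 90 nM, was prereduced with 400 uM NADPH (final) for 5 min at ~22 deg C, then incubated with compound 15 min before 400 uM selenite. A first-read NADPH fluorescence drop versus no-compound background flagged substrates.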
IDH1 R132H inh: human IDH1 R132H inhibition | O75874 | IDH1-R132H enzyme, NADPH consumption, diaphorase/resazurin fluorescence | Potency, µM (highest dose often 76.6 µM), without a hit: at the highest dose activity change, negative = inhibition, hits mostly inhibitors | 390,000 tested, 0.093% active | AID 602179; note: potency is the fitted concentration of half-maximal effect; % is set by controls: 0 for no effect and ±100 for the full control effect; nearly all actives have a fitted effect of over 65% in size
Target sequence (O75874 whole entry R132H, stated change not applied): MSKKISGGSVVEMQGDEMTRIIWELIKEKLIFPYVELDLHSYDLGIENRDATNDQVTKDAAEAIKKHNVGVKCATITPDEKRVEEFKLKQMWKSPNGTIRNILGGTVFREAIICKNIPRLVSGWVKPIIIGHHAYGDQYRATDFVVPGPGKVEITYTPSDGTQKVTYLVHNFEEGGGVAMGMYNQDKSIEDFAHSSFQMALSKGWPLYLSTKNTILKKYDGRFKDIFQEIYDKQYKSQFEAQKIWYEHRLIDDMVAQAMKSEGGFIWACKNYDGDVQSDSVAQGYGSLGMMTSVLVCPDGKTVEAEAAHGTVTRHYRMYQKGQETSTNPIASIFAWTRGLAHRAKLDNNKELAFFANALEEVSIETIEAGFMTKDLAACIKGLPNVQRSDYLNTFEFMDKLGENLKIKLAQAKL
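IDH1-R132H (0.5 ug/mL dispensed) in pH 7.5 Tris buffer was preincubated 30 min with compound, then given a substrate mix of 0.016 mM NADPH and 2 mM alpha-KG for 80 min at room temperature; remaining NADPH was read by diaphorase/resazurin fluorescence.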
TrxR1 inh: inhibitors of rat thioredoxin reductase 1; recombinant rTrxR1, NADPH fluorescence consumption, selenite substrate; 390,000 tested, 1% active; O89049; Potency, µM (top dose mostly 114 µM), without a hit: at the top dose activity change, negative = inhibition, most hits filed as inhibitors; note: potency is the fitted concentration of half-maximal effect; % is set by controls: 0 for no effect and ±100 for the full control effect; nearly all actives have a fitted effect of over 65% in size
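Rat TrxR1 (90 nM in the dispensed reagent) was pre-reduced with 400 uM NADPH for 5 min at room temperature, then incubated with compound for 15 min. After 400 uM selenite was added, NADPH fluorescence (Ex 340/Em 450 nm) was followed for 8 min.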
D2 agonist: D2 dopamine receptor (human) agonism | P14416 | HEK293 T-REx D2 cells, calcium flux agonist mode | activation, % at 2 µM | 340,000 tested, 0.53% active | AID 485358;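 active = activation over 3 SD above normal in the single-dose calcium agonist read, cut at about 30% in these data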; note: 0% is about no effect
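In this primary screen, compounds producing a positive calcium signal within 180 s of addition to tetracycline-induced, force-coupled HEK293 Trex D2 cells are flagged; cells are dye-loaded with a no-wash calcium kit beforehand.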
USP1 inh: blocks the human USP1/UAF1 deubiquitinase complex | O94782 | recombinant USP1/UAF1, Ub-Rhodamine cleavage fluorescence | Potency, µM (highest dose often 57.1 µM), for inactives: at the top dose activity change, negative = inhibition, hits mostly inhibitors | 390,000 tested, 0.23% active | AID 743255; note: potency is the fitted concentration of half-maximal effect; % is set by controls: 0 for no effect and ±100 for the full control effect; nearly all actives have a fitted effect of over 60% in size; inactives centre near -12
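1 nM enzyme complex + cpd, 15 min RT; start with Ub-Rho 150nM final; kinetic fluorescence ex 480/em 540, 6 reads q60 s. Buffer 50mM HEPES pH 7.8, 0.5mM EDTA, 0.1 mg/ml BSA, 1mM TCEP, 0.01% Tween-20.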
Starred values were filed as active, the others as inactive; · = not tested or not shown; [ ] = remark or other dose. Unless noted, calls come from the whole dose curve; as a rule, active = well fitted inhibition curve with a large enough effect; inconclusive = small, poorly fitted or top-dose-only effect; inactive = no such curve, though single readings can be large or run the other way.

Letter code – A = TRHR PAM; B = D2 antagonist; C = TRHR agonist; D = PI4K2A inh; E = TrxR1 substrate; F = IDH1 R132H inh; G = TrxR1 inh; H = D2 agonist; I = USP1 inh
> CCN(CCCNS(=O)(=O)c1ccc2c(c1)oc(=O)n2C)c1cccc(C)c1
  A: 5 | B: -1 | C: -1.9 | D: -5 | E: -8%[57.1 µM] | F: -6% | G: -12%[57.1 µM] | H: -1.3 | I: -10%
> COCCN1C(=O)c2ccccc2C(C(=O)NCCCN2CCCC2)C1c1c[nH]c2ccccc12 (stereo not given)
  A: 4 | B: -11 | C: -0.3 | D: 1 | E: -8%[57.1 µM] | F: -1% | G: -20% | H: 0.3 | I: -11%
> CCc1c(C)c2ccc(OCC(=O)NCC3CCC(C(=O)O)CC3)c(C)c2oc1=O (stereo not given)
  A: 1 | B: 30 | C: 0.1 | D: 5 | E: 125%[activator] | F: -6% | G: 2% | H: 0.8 | I: 4%
> COc1cccc(OCc2cc(C(=O)N(C)CCC3CCCCO3)no2)c1 (stereo not given)
  A: 4 | B: 0 | C: 0.0 | D: -3 | E: 0% | F: 3% | G: 8% | H: 0.6 | I: -21%
> COc1ccccc1CNC(=O)c1cc2c(-c3ccc(Cl)cc3)nn(C)c2s1
  A: 24 | B: · | C: -0.5 | D: -6 | E: 2% | F: 0% | G: 5% | H: 1.0 | I: -5%
> NC1=NC(=O)/C(=C/c2ccccc2OS(=O)(=O)c2ccc3ccccc3c2)S1
  A: -4 | B: -1 | C: 1.0 | D: 2 | E: 0% | F: -2% | G: 6% | H: 0.6 | I: -20%
> CS(=O)(=O)N1CCN(c2ccc(NC(=O)COc3ccccc3)cc2)CC1
  A: 5 | B: · | C: 0.6 | D: -1 | E: -5%[57.1 µM] | F: -3% | G: -8%[57.1 µM] | H: · | I: -12%
> Nc1nc2ccc(C(=O)Nc3ccc(N4CCOCC4)cc3)cc2s1
  A: · | B: · | C: · | D: 14 | E: -11% | F: 0% | G: -11% | H: · | I: -15%

4 compounds drawn at random from the list so far, as already listed:
Letter code – A = TRHR PAM; B = D2 antagonist; C = TRHR agonist; D = PI4K2A inh; E = TrxR1 substrate; F = IDH1 R132H inh; G = TrxR1 inh; H = D2 agonist; I = USP1 inh
> COCCN1C(=O)c2ccccc2C(C(=O)NCCCN2CCCC2)C1c1c[nH]c2ccccc12 (stereo not given)
  A: 4 | B: -11 | C: -0.3 | D: 1 | E: -8%[57.1 µM] | F: -1% | G: -20% | H: 0.3 | I: -11%
> NC1=NC(=O)/C(=C/c2ccccc2OS(=O)(=O)c2ccc3ccccc3c2)S1
  A: -4 | B: -1 | C: 1.0 | D: 2 | E: 0% | F: -2% | G: 6% | H: 0.6 | I: -20%
> CCN(CCCNS(=O)(=O)c1ccc2c(c1)oc(=O)n2C)c1cccc(C)c1
  A: 5 | B: -1 | C: -1.9 | D: -5 | E: -8%[57.1 µM] | F: -6% | G: -12%[57.1 µM] | H: -1.3 | I: -10%
> COc1cccc(OCc2cc(C(=O)N(C)CCC3CCCCO3)no2)c1 (stereo not given)
  A: 4 | B: 0 | C: 0.0 | D: -3 | E: 0% | F: 3% | G: 8% | H: 0.6 | I: -21%
